NSD2 block: inhibitors of human NSD2 methyltransferase. O96028. NSD2-SET H3K36me1 DELFIA fluorescence, biochemical. inhibition, % at 12.5 µM. 0.07% of 44,000 active; in the data active = inhibition above about 54%, passing the limit was not always enough;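 note: inhibitors reduce the monomethyl H3K36 fluorescence signal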
Target sequence (O96028 whole entry, looked up): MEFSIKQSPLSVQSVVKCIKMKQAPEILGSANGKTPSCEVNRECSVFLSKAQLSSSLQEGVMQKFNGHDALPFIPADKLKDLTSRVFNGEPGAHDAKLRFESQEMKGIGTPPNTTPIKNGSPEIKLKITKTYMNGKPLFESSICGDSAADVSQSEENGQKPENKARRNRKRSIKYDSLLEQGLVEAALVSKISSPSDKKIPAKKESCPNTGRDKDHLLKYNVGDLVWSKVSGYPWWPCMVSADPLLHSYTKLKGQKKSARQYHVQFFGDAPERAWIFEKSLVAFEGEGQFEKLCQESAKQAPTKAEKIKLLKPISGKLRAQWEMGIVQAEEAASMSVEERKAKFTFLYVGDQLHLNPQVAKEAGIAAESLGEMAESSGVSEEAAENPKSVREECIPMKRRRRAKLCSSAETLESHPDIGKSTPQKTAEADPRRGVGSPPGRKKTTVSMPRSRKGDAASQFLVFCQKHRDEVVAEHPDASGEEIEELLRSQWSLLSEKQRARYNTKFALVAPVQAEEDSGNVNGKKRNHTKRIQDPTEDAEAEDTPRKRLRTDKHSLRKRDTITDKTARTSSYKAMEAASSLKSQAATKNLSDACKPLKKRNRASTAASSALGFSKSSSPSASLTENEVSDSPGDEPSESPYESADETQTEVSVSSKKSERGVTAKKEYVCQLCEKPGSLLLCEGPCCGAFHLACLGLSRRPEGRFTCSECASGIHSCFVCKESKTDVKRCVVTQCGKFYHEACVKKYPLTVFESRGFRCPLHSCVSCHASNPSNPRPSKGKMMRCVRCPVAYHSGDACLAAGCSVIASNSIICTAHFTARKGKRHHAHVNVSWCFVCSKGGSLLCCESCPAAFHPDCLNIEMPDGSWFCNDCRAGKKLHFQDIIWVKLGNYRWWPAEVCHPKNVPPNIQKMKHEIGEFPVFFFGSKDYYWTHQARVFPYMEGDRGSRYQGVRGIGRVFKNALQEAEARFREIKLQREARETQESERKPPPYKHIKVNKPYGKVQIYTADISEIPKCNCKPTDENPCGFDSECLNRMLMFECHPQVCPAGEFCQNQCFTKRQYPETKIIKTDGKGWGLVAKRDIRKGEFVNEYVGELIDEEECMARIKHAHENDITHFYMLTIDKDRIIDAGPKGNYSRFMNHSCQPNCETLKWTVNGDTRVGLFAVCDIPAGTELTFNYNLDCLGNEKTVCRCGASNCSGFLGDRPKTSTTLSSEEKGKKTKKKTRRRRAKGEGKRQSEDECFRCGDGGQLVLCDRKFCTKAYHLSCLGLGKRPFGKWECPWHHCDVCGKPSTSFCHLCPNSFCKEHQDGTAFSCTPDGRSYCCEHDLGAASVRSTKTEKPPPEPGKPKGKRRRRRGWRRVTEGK
The depositor's hits bear a star. These rows are one share of the data; count on the stated rates, not on these rows.

COc1ccc(NC(=O)Nc2ccc3c(c2)CC(=O)N([C@@H](C)CO)C[C@@H](C)[C@@H](CN(C)Cc2ccc(-c4ccccc4)cc2)O3)cc1
  NSD2 block: 4

CC(C)NC(=O)N(C)C[C@@H]1Oc2ccc(NC(=O)NC3CCCCC3)cc2CC(=O)N([C@@H](C)CO)C[C@@H]1C
  NSD2 block: 0

O=C(N/N=C/c1ccc(S(=O)(=O)O)o1)c1ccccn1
  NSD2 block: -7

C[C@@H]1CN([C@@H](C)CO)C(=O)CCCn2nncc2CO[C@H]1CN(C)C(=O)Nc1ccc(-c2cccs2)cc1
  NSD2 block: -1

C[C@@H]1CN([C@H](C)CO)S(=O)(=O)c2ccc(C#Cc3cccnc3)cc2O[C@@H]1CN(C)C(=O)Nc1ccc2c(c1)OCO2
  NSD2 block: -3

C/C=C/[C@H](CC(=O)N(CCO)Cc1ccccc1)[Si](C)(C)c1ccc(OC)cc1
  NSD2 block: -1

Cc1ccc(S(=O)(=O)Nc2cccc3c2O[C@@H](CN(C)C(=O)Nc2ccc(C(F)(F)F)cc2)[C@@H](C)CN([C@H](C)CO)C3=O)cc1
  NSD2 block: -6

C[C@@H]1CN([C@@H](C)CO)C(=O)c2cccc(NC(=O)c3cnccn3)c2O[C@@H]1CN(C)Cc1ccncc1
  NSD2 block: -1

C[C@H]1CN([C@@H](C)CO)C(=O)c2cccc(NC(=O)c3cnccn3)c2O[C@@H]1CN(C)Cc1ccccc1
  NSD2 block: 1

C[C@@H]1CN([C@@H](C)CO)C(=O)c2cc(NC(=O)CCCN(C)C)ccc2O[C@H]1CN(C)S(=O)(=O)c1cn(C)cn1
  NSD2 block: 3

C[C@H]1CN([C@@H](C)CO)C(=O)c2cc(NS(=O)(=O)c3ccc(Cl)cc3)ccc2O[C@H]1CN(C)Cc1ccc(-c2ccccc2)cc1
  NSD2 block: -8

COc1ccc(S(=O)(=O)Nc2ccc3c(c2)C(=O)N([C@@H](C)CO)C[C@H](C)[C@H](CN(C)Cc2ccccc2)O3)cc1
  NSD2 block: 0

COc1ccc(NC(=O)N(C)C[C@@H]2OCc3cnnn3CCCC(=O)N([C@H](C)CO)C[C@@H]2C)cc1
  NSD2 block: -400

C[C@H](CO)N1C[C@H](C)[C@H](CN(C)C(=O)c2cnccn2)Oc2ncc(/C=C/c3ccccc3)cc2C1=O
  NSD2 block: -4

CC(C)NC(=O)N[C@H]1C=C[C@@H](CC(=O)NCCCN(C)C)O[C@@H]1CO
  NSD2 block: -4

C[C@H]1CCCCO[C@@H](CN(C)Cc2ccc3c(c2)OCO3)[C@@H](C)CN([C@@H](C)CO)C(=O)c2cc(NC(=O)Nc3ccc(C(F)(F)F)cc3)ccc2O1
  NSD2 block: -6

C[C@H](CO)N1C[C@H](C)[C@H](CN(C)Cc2ccc(Oc3ccccc3)cc2)Oc2ccc(NS(=O)(=O)c3ccc(F)cc3)cc2C1=O
  NSD2 block: -9

Cc1noc(C)c1S(=O)(=O)N(C)C[C@H]1Oc2ccc(NC(=O)CCCCCC(=O)Nc3ccccc3N)cc2CC(=O)N([C@H](C)CO)C[C@@H]1C
  NSD2 block: 2

OC(CN1CCC(Cc2ccc(F)cc2)CC1)c1ccc(Cl)cc1 (stereo not given)
  NSD2 block: 1

C[C@H]1CN([C@@H](C)CO)C(=O)c2cc(NC(=O)NC3CCCCC3)ccc2O[C@H]1CN(C)S(=O)(=O)c1ccc(F)cc1
  NSD2 block: -3

C[C@@H]1CN([C@H](C)CO)C(=O)c2cc(-c3cccnc3)cnc2O[C@H]1CN(C)C
  NSD2 block: -3

C[C@@H]1CN([C@@H](C)CO)S(=O)(=O)c2ccc(/C=C/c3ccccc3)cc2O[C@@H]1CN(C)C(=O)c1ccccc1
  NSD2 block: -1

C[C@H]1CN([C@@H](C)CO)C(=O)c2cc(NS(=O)(=O)c3ccccc3)ccc2O[C@@H]1CN(C)Cc1ccc(C(F)(F)F)cc1
  NSD2 block: -4

CC(C)NC(=O)N[C@H]1C=C[C@@H](CC(=O)NC2Cc3ccccc3C2)O[C@@H]1CO
  NSD2 block: 4

COc1ccccc1-c1cnc2c(c1)C(=O)N([C@H](C)CO)C[C@@H](C)[C@@H](CN(C)C(=O)CN(C)C)O2
  NSD2 block: -14

COc1ccc(CN(C)C[C@@H]2Oc3ccc(N(C)C)cc3CC(=O)N([C@@H](C)CO)C[C@@H]2C)cc1
  NSD2 block: 6

CC(C)C#Cc1cnc2c(c1)C(=O)N([C@H](C)CO)C[C@@H](C)[C@H](CN(C)Cc1cncnc1)O2
  NSD2 block: -2

CC(C)CC#Cc1cnc2c(c1)C(=O)N([C@H](C)CO)C[C@H](C)[C@H](CN(C)C(=O)Cc1cccnc1)O2
  NSD2 block: 2

C[C@@H]1CN([C@@H](C)CO)C(=O)c2cc(NC(=O)Nc3ccccc3)ccc2O[C@H]1CN(C)Cc1ccc(Cl)c(Cl)c1
  NSD2 block: 12

C[C@@H]1CCCCO[C@@H](CN(C)Cc2ccc3c(c2)OCO3)[C@H](C)CN([C@H](C)CO)C(=O)c2cc(NS(=O)(=O)c3ccc(F)cc3)ccc2O1
  NSD2 block: 6

C[C@H](CO)N1C[C@H](C)[C@H](CN(C)Cc2ccccc2)Oc2c(NC(=O)Nc3ccc(C(F)(F)F)cc3)cccc2C1=O
  NSD2 block: -12

O=C(C[C@H]1C[C@@H]2c3cc(NC(=O)C4CCC4)ccc3O[C@@H]2[C@@H](CO)O1)NCC1CC1
  NSD2 block: 2

COc1ccc(S(=O)(=O)N(C)C[C@H]2Oc3ccc(NC(=O)C4CCCCC4)cc3CC(=O)N([C@@H](C)CO)C[C@H]2C)cc1
  NSD2 block: -4

CC(C)C#Cc1cnc2c(c1)C(=O)N([C@H](C)CO)C[C@H](C)[C@H](CN(C)C(=O)C1CCC1)O2
  NSD2 block: 4

C[C@H]1CN([C@@H](C)CO)C(=O)c2cc(NC(=O)CCC(F)(F)F)ccc2O[C@H]1CN(C)Cc1ccc(C(=O)Nc2ccccc2N)cc1
  NSD2 block: 2

C[C@H](CO)N1C[C@H](C)[C@@H](CN(C)S(=O)(=O)c2cccs2)Oc2ccc(NS(=O)(=O)c3ccc(F)cc3)cc2CC1=O
  NSD2 block: 4

CCCCN(CCCC)c1ccc(/C=N/NC(=O)CCCCCCC(=O)Nc2ccccc2O)cc1
  NSD2 block: -2

C[C@@H]1CCCCO[C@H](CN(C)Cc2ccncc2)[C@H](C)CN([C@H](C)CO)C(=O)c2cc(NS(=O)(=O)c3ccccc3)ccc2O1
  NSD2 block: -4

FC(F)(F)c1cc(N2CCCCC2)c2cccc(Cl)c2n1
  NSD2 block: -2

CC(C)NC(=O)N(C)C[C@H]1OCCCC[C@@H](C)Oc2ccc(NS(=O)(=O)c3ccccc3)cc2C(=O)N([C@@H](C)CO)C[C@H]1C
  NSD2 block: 3

C[C@@H]1CN([C@H](C)CO)C(=O)Cc2cc(NC(=O)CCN3CCOCC3)ccc2O[C@H]1CN(C)Cc1ccc(Cl)c(Cl)c1
  NSD2 block: -3

C[C@H]1CN([C@@H](C)CO)C(=O)Cc2cc(NC(=O)C3CC3)ccc2O[C@@H]1CN(C)S(=O)(=O)c1cccs1
  NSD2 block: -1

C[C@H](O)C#Cc1cnc2c(c1)C(=O)N([C@@H](C)CO)C[C@@H](C)[C@@H](CN(C)C(=O)CN1CCOCC1)O2
  NSD2 block: -1

C[C@@H]1CN([C@@H](C)CO)C(=O)c2cc(-c3ccc(C#N)cc3)cnc2O[C@@H]1CN(C)C(=O)Nc1ccc(F)cc1
  NSD2 block: -4

C[C@H](CO)N1C[C@H](C)[C@H](CN(C)CC2CC2)Oc2c(NC(=O)c3nc4ccccc4s3)cccc2C1=O
  NSD2 block: -1

COCC#Cc1cnc2c(c1)C(=O)N([C@H](C)CO)C[C@@H](C)[C@H](CN(C)C)O2
  NSD2 block: -2

COc1cc(/C=N/NC(=O)CCCCCC(=O)NO)ccc1O
  NSD2 block: 19

C[C@@H]1CN([C@H](C)CO)C(=O)c2cccc(NC(=O)C3CCOCC3)c2O[C@H]1CN(C)Cc1ccc(-c2ccccc2)cc1
  NSD2 block: 1

C[C@@H]1CN([C@@H](C)CO)C(=O)c2cc(NC(=O)NC3CCCCC3)ccc2O[C@@H](C)CCCCO[C@@H]1CN(C)Cc1ccncc1
  NSD2 block: -2

CC(C)CC#Cc1ccc2c(c1)O[C@H](CN(C)C(=O)c1cnccn1)[C@@H](C)CN([C@@H](C)CO)S2(=O)=O
  NSD2 block: 3

C[C@@H]1CN([C@@H](C)CO)C(=O)c2cc(-c3cccc(F)c3)cnc2O[C@H]1CN(C)Cc1ccncc1
  NSD2 block: 1

CC1(C)CC(=O)C2=C(C1)Nc1ccccc1N(C(=S)NCc1ccco1)C2c1cccnc1 (stereo not given)
  NSD2 block: 2

COc1ccccc1-c1ccc2c(c1)O[C@@H](CN(C)C(=O)Nc1ccccc1)[C@@H](C)CN([C@@H](C)CO)S2(=O)=O
  NSD2 block: -7

C[C@H](O)C#Cc1cnc2c(c1)C(=O)N([C@H](C)CO)C[C@@H](C)[C@H](CN(C)C(=O)c1ccncc1)O2
  NSD2 block: -6

Cc1noc(C)c1NC(=O)N(C)C[C@@H]1OCc2cn(nn2)CCCC(=O)N([C@@H](C)CO)C[C@H]1C
  NSD2 block: 3

COCC(=O)N(C)C[C@@H]1Oc2ncc(C#Cc3ccccc3OC)cc2C(=O)N([C@@H](C)CO)C[C@H]1C
  NSD2 block: -2

COc1ccc(NC(=O)Nc2ccc3c(c2)[C@H]2C[C@H](CC(=O)NCc4ccccn4)O[C@H](CO)[C@H]2O3)cc1
  NSD2 block: 5

COc1ccc(NC(=O)Nc2cccc3c2O[C@H](CN(C)S(=O)(=O)c2ccc(OC)cc2)[C@H](C)CN([C@@H](C)CO)C3=O)cc1
  NSD2 block: 25

CC(C)(C)OC(=O)NC1(/C=N/NC(=O)CCCCCCC(=O)NO)CCCC1
  NSD2 block: 1

C[C@@H]1CN([C@@H](C)CO)C(=O)Cc2cc(NC(=O)Nc3ccc(F)cc3)ccc2O[C@H]1CN(C)C(=O)Nc1cccc2ccccc12
  NSD2 block: -2

C[C@H]1CN([C@@H](C)CO)C(=O)c2cc(NC(=O)Cn3cnnn3)ccc2O[C@@H]1CN(C)Cc1ccc(C(F)(F)F)cc1
  NSD2 block: 1

COc1ccccc1C#Cc1ccc2c(c1)O[C@H](CN(C)Cc1cncnc1)[C@@H](C)CN([C@@H](C)CO)S2(=O)=O
  NSD2 block: 2

COc1ccc(-c2cnc3c(c2)C(=O)N([C@@H](C)CO)C[C@@H](C)[C@H](CN(C)C(=O)CN(C)C)O3)cc1
  NSD2 block: -4

CC(C)NC(=O)Nc1ccc2c(c1)C(=O)N([C@@H](C)CO)C[C@@H](C)[C@H](CN(C)C(=O)Nc1ccccc1)OCCCC[C@@H](C)O2
  NSD2 block: -4

C[C@H](CO)N1C[C@H](C)[C@H](CN(C)C(=O)Nc2ccc3c(c2)OCO3)Oc2ccc(NC(=O)CCN3CCOCC3)cc2C1=O
  NSD2 block: 0

COc1ccccc1-c1cnc2c(c1)C(=O)N([C@@H](C)CO)C[C@H](C)[C@@H](CN(C)C)O2
  NSD2 block: -1

C[C@@H]1CN([C@H](C)CO)C(=O)Cc2cc(NC(=O)Cc3ccccc3)ccc2O[C@H]1CN(C)Cc1ccncc1
  NSD2 block: 3

C[C@@H]1CN([C@H](C)CO)C(=O)c2cc(NC(=O)CCCN(C)C)ccc2O[C@@H]1CN(C)C(=O)NC1CCCCC1
  NSD2 block: -4

CNC[C@H]1Oc2ccc(NC(=O)Nc3ccc(C(F)(F)F)cc3)cc2CC(=O)N([C@@H](C)CO)C[C@H]1C
  NSD2 block: -3

O=c1[nH]ncc(N2CCCCCC2)c1Cl
  NSD2 block: -2

C[C@@H]1CN([C@@H](C)CO)C(=O)c2cccc(NS(=O)(=O)c3ccc(F)cc3)c2O[C@@H]1CN(C)C(=O)Nc1ccc(F)cc1
  NSD2 block: -5

COc1ccc(S(=O)(=O)N(C)C[C@@H]2Oc3ccc(NC(=O)Nc4ccc5c(c4)OCO5)cc3CC(=O)N([C@@H](C)CO)C[C@@H]2C)cc1
  NSD2 block: -3

C[C@H]1CN([C@@H](C)CO)C(=O)c2cc(C#CCc3ccccc3)cnc2O[C@H]1CN(C)C(=O)C1CCOCC1
  NSD2 block: -5

C[C@H]1CN([C@@H](C)CO)C(=O)c2cc(-c3cccc(C#N)c3)cnc2O[C@@H]1CN(C)Cc1ccccc1
  NSD2 block: -4

Cc1noc(C)c1NC(=O)N(C)C[C@H]1OCCCC[C@H](C)Oc2ccc(NS(=O)(=O)c3cn(C)cn3)cc2C(=O)N([C@@H](C)CO)C[C@@H]1C
  NSD2 block: 2

Sorted by number of heavy atoms (rising): 4 of the compounds above
O=c1[nH]ncc(N2CCCCCC2)c1Cl
  NSD2 block: -2

C[C@H]1CN([C@@H](C)CO)C(=O)c2cc(-c3cccc(C#N)c3)cnc2O[C@@H]1CN(C)Cc1ccccc1
  NSD2 block: -4

C[C@@H]1CN([C@H](C)CO)C(=O)c2cc(NC(=O)CCCN(C)C)ccc2O[C@@H]1CN(C)C(=O)NC1CCCCC1
  NSD2 block: -4

C[C@H](CO)N1C[C@H](C)[C@H](CN(C)C(=O)Nc2ccc3c(c2)OCO3)Oc2ccc(NC(=O)CCN3CCOCC3)cc2C1=O
  NSD2 block: 0

(listing goes on)
C[C@H]1CN([C@@H](C)CO)C(=O)Cc2cc(NC(=O)CCC(F)(F)F)ccc2O[C@@H]1CN(C)CC1CCCCC1
  NSD2 block: -2

CC(C)Cc1ccc(C(C)c2nc(-c3cccs3)no2)cc1 (stereo not given)
  NSD2 block: 4

CC(C)NC(=O)N(C)C[C@@H]1Oc2ncc(-c3cccc(C#N)c3)cc2C(=O)N([C@H](C)CO)C[C@H]1C
  NSD2 block: 1

C[C@@H]1CN([C@@H](C)CO)C(=O)c2cc(-c3ccc(F)cc3)cnc2O[C@H]1CN(C)C(=O)NC1CCCC1
  NSD2 block: 5

COc1cc2cc(Oc3ccc4ccc(=O)oc4c3)c(=O)oc2cc1OC1OC(COC(=O)CC(C)(O)CC(=O)O)C(O)C(O)C1O (stereo not given)
  NSD2 block: 2

CCCNC(=O)N(C)C[C@@H]1Oc2ncc(C#CCC3CCCC3)cc2C(=O)N([C@@H](C)CO)C[C@H]1C
  NSD2 block: 1

COc1ccc(NC(=O)Nc2cccc3c2O[C@H](CN(C)C)[C@@H](C)CN([C@H](C)CO)C3=O)cc1
  NSD2 block: 3

c1coc(CNc2ncnc3c2sc2nc(N4CCOCC4)c4c(c23)CCC4)c1
  NSD2 block: 1

Source: PubChem BioAssay
